# High-throughput results: PubChem, NCI
# NCI-60 one-dose screen, 48 h, at 10 µM unless noted. Numbers give growth in % (100 = growth as untreated, 0 = no growth, -100 = all killed).
# MOLT-4 – MOLT-4 leukemia cells | 80,000 tested, 6.9% active
# MDA-MB-231 – MDA-MB-231 breast cancer | 81,000 tested, 5% active
# MDA-MB-468 – MDA-MB-468 breast cancer; 78,000 tested, 8.5% active; AID 2202374
# MDA-MB-435 – MDA-MB-435 melanoma; 82,000 tested, 7.8% active; AID 1794794
# RPMI-8226 – RPMI-8226 leukemia cells | 77,000 tested, 7.5% active | AID 1794781
# MCF7 – MCF7 breast cancer; 82,000 tested, 6.3% active
# K-562 – K-562 leukemia; 78,000 tested, 7.4% active
# SR – SR leukemia cells; 73,000 tested, 8.7% active; AID 1794780
# Active calls of the source: *; x = not tested or not shown; & = joins results of further samples; ! = not confirmed by another sample. The calls were made as follows: active = growth percent below 10; inactive = the rest. Hits appear at their usual frequency; any-hit rate near 15%.
SMILES,MOLT-4,MDA-MB-231,MDA-MB-468,MDA-MB-435,RPMI-8226,MCF7,K-562,SR
Cc1cn(-c2cc(NC(=O)c3cncc(C#Cc4cnc5ccc(O[C@H]6CCOC6)nn45)c3)cc(C(F)(F)F)c2)cn1,89,48,145,77,85,45,13,48
O=S(=O)(C/C=C/CS(=O)(=O)c1ccccc1)c1ccccc1,81,110,94,100,106,94,94,88
Cc1ccc(S(=O)(=O)Nc2ccc(Br)cc2C(N)=O)cc1,96,94,104,109,101,99,126,101
CN(C)CCCNc1nn2c(=O)c3ccccc3nc2c2ccccc12,-20*,77,53,75,49,27,41,x
Cc1nc2ccc(Cl)cc2c(=O)[nH]1,93,116,100,86,105,84,103,85
CC(C)CCC[C@@H](C)[C@H]1CC[C@H]2[C@@H]3CC=C4c5sc(NCc6ccccc6)nc5CC[C@]4(C)[C@H]3CC[C@]12C,98,98,112,102,106,101,99,98
CCOP(=O)(OCC)c1nc(-c2ccc([N+](=O)[O-])cc2)oc1N(C)CCO,110,99,84,99,x,93,104,135
ClC(Cl)(Cl)c1ccc(C(Cl)(Cl)Cl)cc1,65,101,101,105,103,97,86,91
Cc1ccc(C(c2ccccc2C)C(Cl)(Cl)Cl)cc1 (stereo not given),105,118,105,105,99,100,118,109
COc1ccc(-c2nc3sccn3c2-c2ccnc(NCCNS(=O)(=O)c3ccc(C(F)(F)F)cc3)n2)cc1,0.2*,16,30,2.7*,8.8*,8.5*,6.2*,12
Nc1cc(Cl)ncn1,96,102,97,97,98,93,91,93
O=C1c2cc(F)ccc2Oc2cc([N+](=O)[O-])ccc2N1c1ccc(Br)cc1F,62,82,97,98,92,91,63,x
Nc1nc(=S)c2ncn(C3OC(CO)C(O)C3O)c2[nH]1 (stereo not given),13&100,26&105,-12*!,18&109,0.9*!,10.0*!,108,119
C/C(=N/Nc1ccc([N+](=O)[O-])cc1[N+](=O)[O-])c1ccccc1,90,108,121,111,x,96,96,88
COc1ccc(C(c2ccccc2OC)c2ccccc2C(=O)O)cc1 (stereo not given),99,94,105,108,100,98,100,113
CN(C)c1ccc(C(=O)C(O)c2ccccc2)cc1 (stereo not given),93&116,102&118,98&106,110&105,98&120,93&102,97&123,93&106
CS(=O)(=O)c1ccc(-c2nn(-c3ccccc3)cc2/C=N/NC(=O)c2ccncc2)cc1,97,104,99,85,115,94,63,87
CCOC(=O)CCCCCN,103,105,99,107,112,111,116,103
CNC(=O)c1cc(Oc2ccc3c(c2)sc2nc(-c4ccc(Br)cc4)cn23)ccn1,84,62,25,25,62,23,45,61
O=C1SC(c2ccccc2)=S=C1c1ccccc1,112,108,110,108,100,99,115,106
Clc1ccc2c(N3CCN(c4ccnc(NC5CCCCC5)n4)CC3)ccnc2c1,-3.8*,x,29,43,2.0*,26,7.1*,-36*
COC(=O)[C@@H](Cc1c[nH]c2ccccc12)NC(=O)[C@H](Cc1ccccc1)NCc1ccncc1,93,93,103,113,85,110,102,99
CN(C)CCC(O)(c1ccccc1)c1ccccc1,98,107,118,105,108,92,93,101
CC1(C)CC(=O)C(CC2C(=O)CC(C)(C)CC2=O)C(=O)C1,108&107,94&122,94&109,91&102,101&100,97&96,98&106,97&82

# An excerpt from above in order of heavy-atom count, highest first:
SMILES,MOLT-4,MDA-MB-231,MDA-MB-468,MDA-MB-435,RPMI-8226,MCF7,K-562,SR
COC(=O)[C@@H](Cc1c[nH]c2ccccc12)NC(=O)[C@H](Cc1ccccc1)NCc1ccncc1,93,93,103,113,85,110,102,99
Clc1ccc2c(N3CCN(c4ccnc(NC5CCCCC5)n4)CC3)ccnc2c1,-3.8*,x,29,43,2.0*,26,7.1*,-36*
Nc1nc(=S)c2ncn(C3OC(CO)C(O)C3O)c2[nH]1 (stereo not given),13&100,26&105,-12*!,18&109,0.9*!,10.0*!,108,119

# 2 entries picked at random from those above, as already listed:
SMILES,MOLT-4,MDA-MB-231,MDA-MB-468,MDA-MB-435,RPMI-8226,MCF7,K-562,SR
Nc1nc(=S)c2ncn(C3OC(CO)C(O)C3O)c2[nH]1 (stereo not given),13&100,26&105,-12*!,18&109,0.9*!,10.0*!,108,119
CNC(=O)c1cc(Oc2ccc3c(c2)sc2nc(-c4ccc(Br)cc4)cn23)ccn1,84,62,25,25,62,23,45,61

# More records follow:
SMILES,MOLT-4,MDA-MB-231,MDA-MB-468,MDA-MB-435,RPMI-8226,MCF7,K-562,SR
Cc1ccc(C)c(N)c1,89,117,x,111,96,100,99,87
CCN(CC)C(=O)c1nnn(-c2ccc(N)cc2)c1C,97,110,102,105,103,97,94,104
NCCNC(=O)Cc1cccc2ccccc12,91,106,104,100,110,100,96,83
O=C(Cc1ccccc1Nc1c(Cl)cccc1Cl)N/N=C/c1sc(=S)[nH]c1O,80,95,71,109,92,93,89,77
COc1ccc(-c2ccc(-c3ccc(C(=N)N)cn3)s2)cc1Cl,-31*,-78*,-69*,-97*,-42*,-69*,-48*,0.3*
CCCC(O)C(CC)CO (stereo not given),99,124,96,103,125,105,111,93
CCCc1cc2c(OC)cc(-c3c(CC4OCCO4)cc4oc5ccccc5c(=O)c4c3O)c(O)c2c(=O)n1C,85,84,73,107,106,90,88,88
CCOC(=O)C1=C(CC(C)(C)O)NC(=O)NC1c1ccccc1 (stereo not given),85,109,x,96,100,109,82,97
COC(=O)C1(O)NC(=C(C#N)C#N)C(C#N)=C1C(=O)c1cccs1 (stereo not given),104,116,117,102,120,90,102,97
N#Cc1c(NC(=O)c2ccc(F)c(Cl)c2)sc2c1CCC(=O)C2,3.1*,-56*,-20*,-39*,0.1*,4.9*,9.1*,0.0*
CCCCCN(CCCCC)CC(=O)c1ccc2cc(Br)c3ccccc3c2c1,107,92,93,105,102,100,107,108
O=C(O)c1cc(F)cc(F)c1,114,105,97,98,102,93,99,99

# Full records, looked up by structure.
# N#Cc1c(NC(=O)c2ccc(F)c(Cl)c2)sc2c1CCC(=O)C2 is entered as MOLT-4 = 3.1*; MDA-MB-231 = -56*; MDA-MB-468 = -20*; MDA-MB-435 = -39*; RPMI-8226 = 0.1*; MCF7 = 4.9*; K-562 = 9.1*; SR = 0.0*
# Nc1nc(=S)c2ncn(C3OC(CO)C(O)C3O)c2[nH]1 (stereo not given) is entered as MOLT-4 = 13&100; MDA-MB-231 = 26&105; MDA-MB-468 = -12*!; MDA-MB-435 = 18&109; RPMI-8226 = 0.9*!; MCF7 = 10.0*!; K-562 = 108; SR = 119
# Cc1ccc(S(=O)(=O)Nc2ccc(Br)cc2C(N)=O)cc1 is entered as MOLT-4 = 96; MDA-MB-231 = 94; MDA-MB-468 = 104; MDA-MB-435 = 109; RPMI-8226 = 101; MCF7 = 99; K-562 = 126; SR = 101

# (further entries)
SMILES,MOLT-4,MDA-MB-231,MDA-MB-468,MDA-MB-435,RPMI-8226,MCF7,K-562,SR
Cc1cc(C)c(C)c(C(=O)O)c1C,121,97,92,102,107,102,115,101
O=C1OC(=O)c2c1c1ccccc1c1ccccc21,95,104,99,101,98,94,100,100
CC1NC(C)c2ccc3ccccc3c2O1 (stereo not given),105,110,109,111,97,92,104,97
CCOC(=O)C1c2cccc(O)c2CCN1C(C)=O (stereo not given),98,104,87,108,108,108,97,120
CCCCCC1c2cc(O)ccc2OC1N1CCOCC1 (stereo not given),80,97,102,101,87,95,108,105
O=C(Nc1cc(Cl)cc(Cl)c1)OC1CC2CC1C1CC3OC3C21 (stereo not given),77,99,110,108,98,90,89,73
CCOc1cc(-c2ccc[nH]2)[nH]c1/C=C1\N=C(C)C(C(=O)OC)=C1C,-54*,-63*,-87*,-71*,-41*,-91*,-55*,-45*
CC(C)(C)n1cc(-c2ccnc(NCCNS(=O)(=O)c3cccc(F)c3)c2)c(-c2cccc(O)c2)n1,70,95,68,95,49,70,23,52
Cc1ccc(NC(=S)/N=c2/n(-c3ccccc3)nc3n2CCN3C2=NCCN2)cc1,99,93,104,105,104,95,121,112
O=C(/C=C/c1c(-c2ccccc2)[nH]c2ccccc12)S(=O)(=O)c1ccccc1,20,63,19,9.4*,21,43,9.4*,x
COC(=O)c1ccc(F)cc1,82,92,117,117,109,97,91,83
O=C(CCCn1c(=O)c2sc3ccccc3c2n2nnc(-c3ccccc3)c12)NCCc1cnc[nH]1,73,-71*,-42*,-50*,62,-47*,83,84
O=C1COCCN1c1ccc(Nc2nc(Cl)nc(NCCNc3nc(Cl)nc(Nc4ccc(N5CCOCC5=O)cc4)n3)n2)cc1,99,94,100,71,107,82,104,93
Cc1nn(-c2ccccc2)c(N2CCCC2)c1-c1nc2ccc(C(=O)O)cc2[nH]1,91,103,105,105,98,99,97,79
CC(=O)Nc1sc2c(c1C(=O)NC(C)(C)C)CCCC2,113,110,107,107,105,100,85,101
CC1SC(c2cccs2)N(Nc2ccccc2)C1=O (stereo not given),106,99,93,100,106,94,107,93
CN(C)c1cccc2c(S(=O)(=O)Nc3cccc(-c4csc(NC(=O)CN5CCN(CCO)CC5)n4)c3)cccc12,55,76,18,57,30,56,40,64
O=C(/C=C/c1ccccc1)c1cccs1,96&109,109&111,80&80,85&89,6.4*!,22&29,71&106,24&95
COc1cc(C=O)ccc1OC(=O)c1cc(-c2ccc(Cl)cc2)n(-c2ccc(S(C)(=O)=O)cc2)n1,79,81,92,102,70,64,86,92
N#Cc1c(-c2ccc(F)cc2)cc(-c2ccccc2Br)[nH]c1=O,101,120,98,105,92,91,98,130
CN(C)c1ccc(NC(=O)Cc2ccc(/C=C/C(=O)c3ccccc3O)cc2)cc1,73,83,73,90,68,63,62,53
CCNCCCCCCNc1cc(OC)cc2cccnc12,116,103,20,117,95,33,93,114
O=C(Nc1c[nH]c(=O)[nH]c1=O)OCc1ccccc1,126,93,105,102,99,110,111,110
COc1cc(C)cc2oc3oc(=O)c(C(=O)c4cc5cc(Br)ccc5o4)cc3c(=O)c12,106,105,107,104,120,101,103,102
O=C1c2ccccc2S(=O)(=O)N1CCCN1C(=O)c2ccccc2S1(=O)=O,97,103,106,104,101,99,95,99
N#Cc1cccc[n+]1Cc1ccccc1,95,106,81,119,102,98,102,95
Cc1cc2c(C(C)C)c(O)c(O)c(C=NCCCCCCC(=O)O)c2c(O)c1-c1c(C)cc2c(C(C)C)c(O)c(O)c(C=NCCCCCCC(=O)O)c2c1O,18,39,30,27,10,12,13,x
Cc1[nH]c(C(=O)Nc2ccc(C(N)=O)cc2N2CCOCC2)c(Cl)c1Cl,93,98,78,104,100,91,93,104
Fc1ccc2[nH]cc(-c3nc(-c4c[nH]c5ccncc45)cs3)c2c1,-33*,-60*,-66*,-75*,-24*,-47*,-42*,-6.9*
O=C(O)c1ccccc1CC(CCc1ccccc1)C(=O)O (stereo not given),110,102,110,102,113,99,97,106
Cc1ccc(-c2nnc(Cn3ccnc3)o2)cc1,23,103,113,102,106,94,101,51
CN1C2CCC1/C(=C\c1ccc(Cl)cc1)C(=O)/C2=C/c1ccc(Cl)cc1,16,67,59,64,20,23,34,24
CC(C)(C)n1cc(-c2ccnc(NCCNS(=O)(=O)c3ccccc3)c2)c(-c2cccc(O)c2)n1,38,43,11,68,22,36,7.7*,27
Cc1c(Cc2ccccc2)c(=O)oc2c(C)c(OCc3nnc(SC/C=C/c4ccccc4)o3)ccc12,96,98,109,104,90,115,100,91
NC(=O)C(=O)NCCCCCCC(=O)Nc1ccccc1,100,111,92,104,101,91,98,103
O=C(NNc1ccccc1)C1CCCN1 (stereo not given),44,86,81,37,79,76,11,105
COC1OC2=NN=C(C)C2C2(C(=O)Nc3ccccc32)C1OC (stereo not given),111,101,107,105,106,97,104,102
C[N+](C)(C)CCOC(=O)C1CCC[N+](C)(Cc2ccccc2Cl)C1 (stereo not given),137,99,92,100,x,100,x,111
CCN1CC2=C(Nc3nc(SC)[nH]c(=O)c3C2c2ccc(C)cc2)/C(=C/c2ccc(C)cc2)C1 (stereo not given),59,105,86,93,96,83,80,92
Fc1cc2c(cc1Cl)N(c1ncnc3ccc(-c4cnc5cnccn45)cc13)CC2,99,77,x,101,95,76,75,x
NNC(=O)c1ccc(C(=O)NN)cc1,130,117,102,106,104,106,112,126
CCN1CCN(C(=O)[C@]23CC[C@@H](C)[C@H](C)[C@@H]2C2=CC[C@@H]4[C@@]5(C)C/C(=C/c6ccco6)C(=O)C(C)(C)[C@@H]5CC[C@@]4(C)[C@]2(C)CC3)CC1,57,61,67,65,36,53,48,31
COc1ccncc1C#Cc1cncc(C(=O)Nc2ccc(CN3CCN(C)CC3)c(C(F)(F)F)c2)c1,23,9.9*,73,15,26,6.1*,5.8*,9.7*
COc1ccc(-c2cc(-c3ccc(OC)cc3)nc(NCCCNc3ccnc4cc(Cl)ccc34)n2)cc1,1.7*,77,75,-70*,7.4*,-54*,-14*,5.8*
O=C(O)c1ccc2ccccc2c1,110,117,103,99,107,110,113,116
Nc1ccccc1NC(=O)c1ccc(CCCC(=O)Nc2ccc(C3CC3N)cc2)cc1 (stereo not given),23,48,-4.4*,18,x,18,25,32
COC(=Nc1ccccc1)SSC(C)C,89,102,119,112,127,105,84,x
N#Cc1c(-c2ccc(C(F)(F)F)cc2)c(F)c(NCCC2CCC(O)C2)n2c1nc1ccccc12 (stereo not given),46,22,64,84,50,46,26,9.1*
O=C(NCCCN1CCCCC1)c1ccc(-c2nc3ccc4[nH]ncc4c3c3c2CCCC3)cc1,18,55,35,27,30,32,17,-18*
COc1ccc(-n2nc(C(=O)Nc3cc(OC)c(OC)c(OC)c3)nc2-c2cc(OC)c(OC)c(OC)c2)cc1,64,87,100,x,99,86,79,x
COc1cccc(-n2cc(C#N)c(N)c2C(=O)c2ccc(C#N)cc2)c1,122,102,96,100,113,96,114,98
OCC(CO)(CCl)CCl,91,95,107,105,x,94,106,96
COc1ccc(CSc2nc3ccc(Cl)cc3c(=O)n2-c2ccccc2OC)cc1,96,97,105,100,98,100,100,90
O=S1(=O)c2ccccc2Oc2ccccc21,111,110,96,101,110,88,114,101
